T cell HTS = modulators of CD8 T cell-vesicle binding, primary screen, mouse 2C CD8+ T cells, flow cytometry | 2C CD8+ T cell-vesicle binding; active compounds read low | AID 2052, 2009 | 330,000 compounds, 0.068% hits | calls only at 7 µM;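 active means response, share of CD8 T cells binding vesicles, and their 90th percentile fluorescence all below set limits, cut at about 80% in these data, passing the limit was not always enough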
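Assay system: 2C TCR transgenic mouse naive CD8+ T cells, MACS-purified | Read-out: CD8+ gate FL2 mean fluorescence as % of same-row positive control | Signal: High-throughput flow cytometry with anti-B7-1 and anti-CD8 staining | Timing: Binding step 1.5 h, 37 °C, antibody labelling 20 min, ice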
Salmonella PhoP GFP = inhibitors of PhoP regulon expression, primary screen, Salmonella Typhimurium, GFP reporter (AID 1863) | 300,000 compounds, 0.16% hits | inhibition, % at 50 µM; hits with a dose series show IC50 in µM | S. Typhimurium PhoP-regulated promoter GFP reporter, 4 h; higher % means a stronger effect;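 active means inhibition over 29.93%, a cutoff 3 SD above the screen mean, later confirmed by dose response; inconclusive means inhibition over 29.93% but no dose response follow-up; inactive means inhibition at most 29.93% or unconfirmed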;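 further: 0% = low Mg2+ inducing control and 100% = high Mg2+ repressing control; strong numbers were not always called active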
MgcRacGAP inhibition = MgcRacGAP GTPase-activating activity inhibitors, confirmation, biochemical, ADP Hunter fluorescence; 340,000 compounds, 0.6% hits; Rac GTPase-activating protein 1 (Homo sapiens); AID 624330, 2012; one-dose inhibition, % at 30 µM; IC50 in µM for titrated hits; MgcRacGAP-stimulated Rac1 GTP hydrolysis, ADP Hunter fluorescence; higher % means a stronger effect; GST-tagged Rac1 F28L mutant substrate;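 active means first-screen hits whose inhibition reached a set limit at any dose in the follow-up dose series; inconclusive means inhibition above the set first-screen limit but never retested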;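 further: fluorescence reports GDP produced by GAP-driven GTP hydrolysis; strong numbers were not always called active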
TNAP activation fold = human TNAP enzyme activators, primary screen, biochemical, luminescent, no phosphate acceptor, uHTS (AID 1001); Alkaline phosphatase, tissue-nonspecific isozyme (Homo sapiens); purified TNAP, luminescent activation assay, no phosphate acceptor; higher activation fold means a stronger effect; one-dose activation fold at 20 µM; EC50 in µM for titrated hits; 200,000 compounds, 0.03% hits; in the data active means activation fold from about 3, or a potency from the dose series; inactive means the rest, 99 in 100 with activation fold below about 1.6; further: many of its hits are not listed in these tables
Large T inhibition = SV40 large T antigen inhibitors, biochemical (AID 1903); inhibition, % at 20 µM, or IC50 in µM where a hit was titrated; SV40 large T antigen ATPase/helicase inhibition assay; higher % means a stronger effect; 310,000 compounds, 0.39% hits; in the data active means a potency from the dose series; inconclusive means inhibition mostly from about 32% at the one dose, without a potency; inactive means the rest, 99 in 100 with inhibition below about 32%; further: strong numbers were not always called active
Myeloid diff 2 = induction of myeloid progenitor differentiation, primary screen, cell-based, flow cytometry, MLPCN library; ER-HoxA9 myeloid progenitors, lysozyme-GFP differentiation; calls only at 10 µM; 360,000 compounds, 1% hits; AID 624256, 2012;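 active means normalized GFP-positive differentiation at or above the plate's own cutoff, the solvent-only control mean plus 3 SD; inconclusive means no clear call, values can overlap the other calls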;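 further: cells exposed to compound for four days before flow analysis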
RSV antiviral HEp-2 = RSV antiviral activity via CPE protection, HEp-2 cells, primary 10 µM value included (AID 2391) | HEp-2 cells, RSV-induced CPE inhibition; higher % means a stronger effect | 310,000 compounds, 0.13% hits | CPE inhibition, % at 10 µM; hits with a dose series show IC50 in µM; in the data active means a potency from the dose series; inconclusive means CPE inhibition mostly from about 23% at the one dose, without a potency; inactive means the rest, 99 in 100 with CPE inhibition below about 21%; further: strong numbers were not always called active
NTR1 ag = agonists of NTR1, primary screen, imaging, U2OS cells, beta-arrestin-GFP, high content (AID 493036); activation, % at 20 µM; NTR1-U2OS beta-arrestin-GFP spot imaging, agonist mode; Neurotensin receptor type 1 (Homo sapiens), P30989; 330,000 compounds, 0.17% hits;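 active means activation at or above 40% of the spot to cytoplasm intensity ratio, with at least 20 cells analyzed; inconclusive means wells under 20 cells, flagged as cytotoxic or low count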;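 further: 0% = DMSO without peptide and 100% = 100 nM NTR1 peptide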
Target sequence (P30989 whole entry, looked up): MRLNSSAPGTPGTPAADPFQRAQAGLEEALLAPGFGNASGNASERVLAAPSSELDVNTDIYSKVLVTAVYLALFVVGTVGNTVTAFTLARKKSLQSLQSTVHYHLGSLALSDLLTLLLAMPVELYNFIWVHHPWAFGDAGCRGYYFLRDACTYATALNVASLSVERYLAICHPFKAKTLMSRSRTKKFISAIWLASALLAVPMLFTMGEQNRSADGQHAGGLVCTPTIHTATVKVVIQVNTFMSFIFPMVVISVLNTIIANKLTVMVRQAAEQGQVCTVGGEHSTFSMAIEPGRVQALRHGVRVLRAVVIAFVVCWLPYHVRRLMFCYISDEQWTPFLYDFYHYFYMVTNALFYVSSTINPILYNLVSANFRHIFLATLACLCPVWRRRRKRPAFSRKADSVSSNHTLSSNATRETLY
K1F lysis inhibition = inhibition of K1F phage lysis, E. coli UTI89, bacterial capsule biogenesis inhibitors, alamar blue (AID 488966); inhibition, % at 100 µM; hits with a dose series show IC50 in µM; E. coli UTI89 K1F phage lysis, alamar blue, 2 h; higher % means a stronger effect; 340,000 compounds, 0.02% hits;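 active means phage lysis inhibition, versus mean bacterial control, above a set limit; inconclusive means no clear call, values can overlap the other calls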;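 further: capsule biogenesis inhibitors block K1F phage lysis so surviving cells raise fluorescence; higher fluorescence means more inhibition of phage lysis; actives were called in the ten point dose series up to 300 µM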
T cell HTS vesicle-bound % = further read-out of T cell HTS, marked with its call; double positive events, %; measured here: CD8+ vesicle-bound cell fraction;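 binding gate set so that unloaded-vesicle control wells show 10% double positive cells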
NTR1 ag cell count 20 µM = second read-out of NTR1 ag, no call of its own (marks repeat the call); cell count; measured here: cell count, cytotoxicity flag
Myeloid diff 2 GFP+ MAC1+ % = further read-out of Myeloid diff 2, marked with its call; GFP+ MAC1+ double positive, %; measured here: differentiation confirmed by MAC1 staining
Numbers without * were called inactive; i = inactive; ? = inconclusive; . = no result given; + = active, no number. The list is partial (hit frequency here may not be typical).

SMILES	T cell HTS	T cell HTS vesicle-bound %	Salmonella PhoP GFP	MgcRacGAP inhibition	TNAP activation fold	Large T inhibition	Myeloid diff 2	Myeloid diff 2 GFP+ MAC1+ %	RSV antiviral HEp-2	NTR1 ag	NTR1 ag cell count 20 µM	K1F lysis inhibition
CC(c1ccccc1)(c1ccccc1)c1ccncc1	i	33	7%	-4%	1.1	4%	i	0.6	-1.1%	3.9	56	6.1%
Oc1c(Cl)cc(Cl)cc1CN1CCN(Cc2ccccc2)CC1	i	37	10%	-2%	1	-1%	i	7.8	-0.9%	3.2	71	1.1%
CCOC(=O)c1c(C)n(Cc2ccco2)c2c1cc(O)c1ccccc12	i	29	-11%	13%	1.1	11%	i	0.6	-0.3%	6.4	74	-0.2%
COc1ccc(C2=NCC(=O)N(CC(=O)NCc3ccco3)c3sc4c(c32)CCCC4)cc1	i	46	11%	13%	1.2	15%	i	15	5.6%	6.1	45	-0.2%
CCC(=NCCC(c1ccccc1)c1ccccc1)c1c(O)[nH]c(=O)[nH]c1=O	i	42	-18%	4%	1.3	11%	i	0.2	2.8%	9.0	32	3.1%
COc1cccc(OP(=O)(Nc2ccccc2)Oc2cccc(OC)c2)c1	i	52	4%	10%	.	4%	i	0.9	3.5%	13	60	-0.1%
CCCNC(=O)N1[C@H]2CC[C@@H]1C(C(=O)OC)=C(c1cccc(OC)c1OC)C2	i	20	-2%	8%	.	14%	i	1.5	0.9%	-4.2	98	0.7%
CC(=O)C1CCC2C3CCC4CC(O)CCC4(C)C3CCC12C (stereo not drawn)	i	53	-1%	-3%	.	6%	i	2.9	?	1.7	58	0.1%
CCCC(C)n1[nH]c(=O)c2c1NC(=O)CSC2c1ccccc1 (stereo not drawn)	i	30	1%	-2%	.	8%	i	0.8	-0.5%	1.0	46	0.6%
CCOP(=O)(OCC)C(O)c1ccc(OC)cc1 (stereo not drawn)	i	21	-10%	.	.	3%	i	0.9	3.8%	-0.5	47	.
COc1ccc(C(=O)C(Cc2ccccc2)N(C)C)cc1 (stereo not drawn)	i	27	5%	10%	1.1	2%	i	1.5	-0.9%	-0.9	50	4.3%
OC(c1ccc(F)cc1)C(c1ccccc1)N1CCOCC1 (stereo not drawn)	i	36	-1%	8%	1.1	12%	i	0.6	0.4%	0.7	61	-0.9%
CCOC(=O)C1CCN(/C=C2/C(=O)NC(=S)N(c3cccc(OC)c3)C2=O)CC1	i	41	-8%	-1%	1.1	10%	i	0.2	0.4%	-1.1	95	-0.2%
O=C1NC(=O)N(c2ccccc2)C(=O)/C1=C/C=C/c1ccco1	i	16	-12%	25%	.	26µM*	i	0.3	3.0%	15	45	0.2%
COc1ccc(CCNC2CCCCC2)cc1OC	i	39	-4%	12%	1	3%	i	0.9	0.9%	-1.1	70	0.1%
COc1ccc(-n2cnc3cc(C(=O)N4CCC5(CC4)OCCO5)ccc32)cc1	i	56	-5%	7%	1.1	15%	i	0.2	0.6%	-0.3	88	-0.1%
O=c1[nH]c(=O)n(Cc2ccccc2)c(O)c1/C=N/Nc1c(F)c(F)c(F)c(F)c1F	i	20	-12%	.	.	5%	i	0.2	1.7%	1.5	63	.
COC(=O)C(c1ccccc1)N1CCCCCC1 (stereo not drawn)	i	54	-9%	3%	1.1	1%	i	0.6	1.9%	0.1	69	0.3%
CCc1cc(=O)oc2cc(C)cc(OCC(=O)N3CCC(C(=O)O)(c4ccccc4)CC3)c12	i	27	-1%	-3%	.	-1%	i	1.9	1.5%	0.7	95	-0.4%
C[C@]12CCC(=O)C=C1CCC1C2CC[C@@]2(C)C1CC[C@]2(C)O (stereo partly drawn)	i	30	.	-1%	.	.	i	1.6	.	3.2	77	3.5%

Looked up above:
`CCCC(C)n1[nH]c(=O)c2c1NC(=O)CSC2c1ccccc1` (stereo not drawn) in K1F lysis inhibition is listed with 0.6%
`Oc1c(Cl)cc(Cl)cc1CN1CCN(Cc2ccccc2)CC1` in NTR1 ag cell count 20 µM is listed with 71

(cont.)
SMILES	T cell HTS	T cell HTS vesicle-bound %	Salmonella PhoP GFP	MgcRacGAP inhibition	TNAP activation fold	Large T inhibition	Myeloid diff 2	Myeloid diff 2 GFP+ MAC1+ %	RSV antiviral HEp-2	NTR1 ag	NTR1 ag cell count 20 µM	K1F lysis inhibition
Cn1c(O)c(C(=NCCN2CCCCC2)c2ccccc2Cl)c(=O)n(C)c1=O	i	35	9%	12%	1.1	-5%	i	1.8	-0.7%	2.0	83	0.1%
CCN1CCN(c2cc(N3CCCC3)c(F)cc2[N+](=O)[O-])CC1	i	0	13%	0%	0.8	19%	i	1.0	0.2%	-1.5	67	-0.1%
O=S(=O)(c1ccc(Cl)cc1)N1CCCC1c1cccnc1 (stereo not drawn)	i	17	-7%	0%	.	-1%	i	0.5	1.2%	17	35	-1.5%
Oc1cc(O)cc(/C=C/c2ccc(O)cc2O)c1	i	43	.	?	.	.	i	0.9	-0.2%	-1.0	63	-1.9%
O=c1[nH]c(O)c(N=Nc2cc([N+](=O)[O-])ccc2O)c(=O)[nH]1	i	27	21%	13%	1	-9%	i	0.5	-1.0%	.	.	-1.3%
C=CCn1c(O)c(C(C)=NCCN2CCOCC2)c(=O)[nH]c1=O	i	47	-6%	3%	1	26%	i	0.8	0.7%	-0.1	84	0.4%
Nc1ncnc2c1ccn2[C@@H]1O[C@H](CO)[C@@H](O)[C@H]1O	i	34	8%	4%	.	3%	?	.	1.4%	-0.8	94	-0.4%
Cc1ccc(-c2cc(-c3ccccc3)cc(-c3ccccc3)[n+]2-c2ccc(C(=O)O)cc2)cc1	i	20	0%	7%	.	9%	i	0.4	3.2%	-2.1	35	-0.8%
CCCCOCCCn1c(N)c(C(=O)OCCOC)c2nc3ccccc3nc21	i	41	-2%	-4%	1.1	5%	i	0.9	3.7%	0.2	49	-0.5%
CNC(=O)N(C)c1nnc(C(C)(C)C)s1	i	22	-2%	2%	1.1	12%	i	3.9	-0.5%	-0.8	58	6.3%
O=c1[nH]c(=S)n(-c2ccccc2F)c(O)c1C=Nc1ccc(N2CCOCC2)cc1	i	60	-16%	?	0.9	4.5µM*	i	0.1	-0.8%	3.3	65	0.3%
O=C(c1ccc2c(c1)ncn2C1CCCCC1)N1CCC2(CC1)OCCO2	i	30	12%	.	1	-3%	.	.	0.9%	-0.9	40	.
COC(=O)C1=C(c2ccc(F)cc2OCc2ccccc2)C[C@@H]2CC[C@H]1N2C(=O)NC(C)C	i	37	.	9%	.	.	i	0.4	-0.8%	-0.4	57	1.8%
CC12CCCCC1=[N+]([O-])CN2O (stereo not drawn)	i	55	-6%	5%	1.1	7%	i	2.7	3.0%	0.3	66	0.5%
O=C(C[N+]12CCC(CC1)C(OC(=O)c1ccccc1)C2)c1ccc([N+](=O)[O-])cc1 (stereo not drawn)	i	35	-11%	16%	.	13%	i	0.0	1.7%	1.1	55	0.3%
COc1ccc(C2NCc3ccc4c(c3-n3cccc32)OCO4)cc1O (stereo not drawn)	i	42	16%	.	1	5%	.	.	1.4%	0.9	42	.
CCCCCCn1c(O)c(C=NC2CCN(Cc3ccccc3)CC2)c(=O)[nH]c1=O	i	2	1%	15%	1	7%	i	1.1	-0.6%	3.1	42	1.2%
O=[N+]([O-])c1ccccc1Cl	i	24	.	4%	.	.	i	1.4	-0.1%	4.7	58	1.5%
C[C@]12CCC3C(CC[C@H]4C[C@H](O)CC[C@]34C)C1C[C@H](O)[C@@H]2O (stereo partly drawn)	i	52	.	-5%	.	.	i	0.7	.	0.3	49	3.1%
C=CCn1c(O)c(C(C)=NCc2ccc3c(c2)OCO3)c(=O)[nH]c1=O	i	42	-9%	11%	.	7%	i	0.3	1.6%	-1.5	50	0.5%
COC(=O)CCCC(NC(=S)N1CC2C[C@@H](C1)Cn1c2cccc1=O)C(=O)OC (stereo partly drawn)	i	61	10%	7%	.	9%	.	.	0.2%	0.0	47	0.1%
CSc1ccc(C(c2c(O)c3ccccc3oc2=O)c2c(C)n(C)n(-c3ccccc3)c2=O)cc1 (stereo not drawn)	i	28	-10%	10%	1	13%	i	0.6	1.7%	8.2	72	0.3%
Cc1ccc(N2C(=O)/C(=C/N3CCN(C(=O)c4ccco4)CC3)C(=O)NC2=S)cc1C	i	31	-17%	23%	1	31%	.	.	1.4%	-0.6	41	2.5%
CN1CCN(c2ncnc3c2cnn3C)CC1	i	36	6%	.	.	3%	i	0.6	-0.8%	-0.1	43	.
C=CC1CN2CCC1CC2C(OC(C)=O)c1ccnc2ccc(OC)cc12 (stereo not drawn)	i	26	-10%	14%	.	15%	i	0.3	.	0.1	47	-1.0%
O=c1[nH]c(=S)n(Cc2ccc(F)cc2)c(O)c1C=NCC1CCCO1 (stereo not drawn)	i	49	0%	9%	1	-4%	i	0.7	-0.7%	-0.2	97	0.2%
COc1ccc2c(CCN)c[nH]c2c1	i	27	-15%	15%	1	11%	i	1.1	2.3%	0.2	49	0.4%
c1ccc2nc(OCCN3CC3)ccc2c1	i	26	-1%	.	.	7%	.	.	4.3%	1.1	60	.
CCOC(=O)CC(NC(=O)C(Cc1ccc(N(CCCl)CCCl)cc1)NC(C)=O)C(=O)OCC (stereo not drawn)	+	5.3*	3%	-2%	1.1	33%	?	.	-3.5%	-0.3	31	0.8%
COC(=O)C1=C(c2cc3ccccc3o2)C[C@@H]2CC[C@H]1N2C(=O)NCc1ccco1	i	20	.	-3%	.	6%	i	2.2	9.6%	-1.7	82	-1.4%
Cc1ccc(CN2CCN(Cc3ccccc3)CC2)cc1	i	60	4%	10%	1.1	24%	i	0.3	4.2%	-0.3	81	0.3%
O=C(c1ccccc1F)N1CCC2(CC1)OCCO2	i	31	7%	4%	.	-2%	i	0.4	-1.1%	-0.8	87	0.0%
Cn1c(O)c(C=NC2CCN(Cc3ccccc3)CC2)c(=O)[nH]c1=O	i	19	0%	13%	.	5%	i	0.4	0.2%	0.4	46	-0.8%

Source: PubChem BioAssay (several laboratories)
